E-selectin induc – E-selectin induction on HUVECs. HUVEC E-selectin immunofluorescence imaging; normalized: neutral wells 0, TNF-alpha wells 100. activation, % at 7.58 µM. 260,000 tested, 0.37% active. AID 686992;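 active means mean E-selectin-positive cell signal at least 10% of the positive control, reached in at least 60% of replicates, without over 20% cell loss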;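 further: in these data hits start at about 27%; measured in HUVEC primary endothelial cells; signal is the percent of cells scored E-selectin positive by PE staining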
Target sequence (P16581 whole entry, looked up): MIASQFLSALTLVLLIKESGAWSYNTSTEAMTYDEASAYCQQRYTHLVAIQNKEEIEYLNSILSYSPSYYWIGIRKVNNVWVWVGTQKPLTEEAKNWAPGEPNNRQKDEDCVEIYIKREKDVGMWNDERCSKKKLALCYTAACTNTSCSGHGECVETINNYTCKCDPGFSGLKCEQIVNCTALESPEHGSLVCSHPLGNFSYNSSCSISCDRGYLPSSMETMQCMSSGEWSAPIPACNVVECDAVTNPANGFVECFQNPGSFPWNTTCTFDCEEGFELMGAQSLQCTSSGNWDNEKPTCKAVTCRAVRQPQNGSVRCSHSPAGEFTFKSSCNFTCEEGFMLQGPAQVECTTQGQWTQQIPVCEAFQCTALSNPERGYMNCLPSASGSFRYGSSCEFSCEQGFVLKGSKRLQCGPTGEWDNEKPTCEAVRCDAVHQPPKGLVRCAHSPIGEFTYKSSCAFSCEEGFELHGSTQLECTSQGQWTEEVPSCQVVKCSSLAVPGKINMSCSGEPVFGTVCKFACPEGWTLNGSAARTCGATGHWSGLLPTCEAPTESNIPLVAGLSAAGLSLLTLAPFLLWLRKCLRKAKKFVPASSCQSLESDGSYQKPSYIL
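Assay system: HUVEC primary endothelial cells. Input: 3,000 HUVEC seeded per well. Doses: one compound dose added by pin transfer. Read-out basis: % PE-positive cells. Benchmarks: TNF-alpha high, DMSO low. Detection: immunofluorescence imaging. Buffer or medium: EGM-2, gelatin.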
PGC1a acetyl inh – modulators of PGC1a acetylation. 350,000 tested, 0.17% active. inhibition, % at 15.6 µM. AID 651687. U2OS PGC1a acetylation, AlphaScreen anti-acetyl-lysine; with virally co-expressed GCN5 acetyltransferase;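 active means every replicate shows inhibition of at least 40%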;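 further: 0% = neutral control wells and 100% = positive control wells; some results beyond the cut were filed as inactive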
Cneo AK release – causes C. neoformans cell lysis. adenylate kinase release luminescence, 4 h; normalised: neutral wells 0, clomiphene wells 100. lysis activity, % at 15 µM. 360,000 tested, 0.2% active. AID 651654;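 active means mean lysis activity across replicates of at least 80%, whatever share of replicates individually reach that level; inactive means mean lysis activity below 80%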
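Test system: log-phase Cryptococcus neoformans yeast cells. Input: 5 × 10^6 yeast cells/mL. Medium: fresh YPD growth medium. Doses: single dose. Incubation: static 4 h at 37 °C with compound, 1 h detection. Measured by: luminescent adenylate kinase detection reagent. Read-out: signal increase indicating cell lysis. Benchmarks: Clomiphene.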
RAD52 inh – RAD52 (human) annealing inhibition. P43351. recombinant RAD52 DNA annealing, FRET fluorescence. 360,000 tested, 0.46% active. inhibition, % at 18.7 µM;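 active means every replicate showing at least 50% inhibition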
Target sequence (P43351 whole entry, looked up): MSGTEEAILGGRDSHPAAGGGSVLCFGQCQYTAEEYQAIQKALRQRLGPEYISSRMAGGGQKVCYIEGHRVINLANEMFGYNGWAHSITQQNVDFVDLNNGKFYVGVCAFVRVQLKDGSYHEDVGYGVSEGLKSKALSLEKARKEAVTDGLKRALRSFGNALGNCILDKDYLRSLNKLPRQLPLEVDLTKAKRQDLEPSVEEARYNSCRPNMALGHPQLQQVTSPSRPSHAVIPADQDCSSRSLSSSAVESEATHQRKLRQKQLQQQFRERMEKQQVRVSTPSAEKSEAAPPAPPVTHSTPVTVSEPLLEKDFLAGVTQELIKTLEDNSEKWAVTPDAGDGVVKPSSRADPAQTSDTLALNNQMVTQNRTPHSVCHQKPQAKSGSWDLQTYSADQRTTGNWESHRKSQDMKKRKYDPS
ERAP1 inh – inhibitors of human ERAP1 aminopeptidase; Q9NZ08; recombinant ERAP1, Leu-AMC fluorescence, 60 min; inhibition, % at 10.7 µM; 340,000 tested, 0.15% active; AID 652197;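 active means mean replicate inhibition of at least 30%, or all replicates individually reaching that 30% level; inactive means mean below 30% and not every replicate reaching it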;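 further: 0% = neutral control wells and 100% = L-leucinethiol positive control wells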
PglD DTNB – PglD (C. jejuni) enzyme inhibition; purified PglD enzyme, DTNB colorimetric CoA detection; inhibition, % at 12.5 µM; 360,000 tested, 0.098% active; AID 602405; in the data active means inhibition above about 16%, passing the limit was not always enough; further: strong numbers were not always called active
RAD54 inh – inhibitors of human RAD54 branch migration | 360,000 tested, 0.14% active | inhibition, % at 10.4 µM | RAD54 Holliday junction branch migration, FAM/BHQ fluorescence | Q92698;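 active means mean normalized replicate activity at least 40 and at least half of replicates scoring 40 or more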;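 further: 0% = median of neutral control wells and 100% = median of positive control wells; inhibitors cause a drop in the FAM fluorescence signal; in these data hits start at about 50%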
miR-122 sensor – inhibitors of miR-122 in Huh7 cells; Huh7 miR-122 Renilla luciferase sensor, 48 h; neutral wells = 0, positive control = 100; activation (reporter increase), % at 12.5 µM; 340,000 tested, 0.3% active; AID 602342;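 active means mean replicate activation score at least 90 and every replicate individually at or above 90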;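 further: higher luciferase means less miR-122 activity so hits act as miR-122 inhibitors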
Starred values were filed as active, the others as inactive; i = inactive; x = no result given; [ ] = remark or other dose. Not a hit list. Share with any hit: about 1.4%.

SMILES | E-selectin induc | PGC1a acetyl inh | Cneo AK release | RAD52 inh | ERAP1 inh | PglD DTNB | RAD54 inh | miR-122 sensor
COc1cc(/C=C2\SC(=Nc3ccccc3)NC2=O)cc(Cl)c1O | -0.4 | 2 | -2 | i | 4 | -4 | -266 | -7
Nc1nnc(SCc2cn3cc(Cl)ccc3n2)s1 | x | -2 | 0 | -24 | 1 | -3 | -1 | 31
CN(CC(=O)Nc1ccc(F)cc1)C(=O)CN1C(=O)c2cccc([N+](=O)[O-])c2C1=O | 1.5 | -2 | -1 | -10 | 2 | 1 | 5 | 6
COc1ccc(Cl)cc1NC(=O)CN1c2ccccc2CC1C (stereo not given) | x | x | 2 | -17 | 0 | 0 | 0 | 47
COc1ccc(NC(=O)N(C)C[C@@H]2OCCCC[C@@H](C)Oc3ccc(NS(=O)(=O)c4cn(C)cn4)cc3C(=O)N([C@H](C)CO)C[C@@H]2C)cc1 | -0.2 | 0 | -2 | -4 | 1 | 0 | 0 | 18[16.7 µM]
N#Cc1c(NC(=O)CSc2nnc(-c3ccccc3)o2)sc2c1CCCC2 | x | -26 | -17 | -18 | 4 | 3 | 0 | -4
CSc1ccccc1OCc1cc(C(=O)NC(C)Cc2cccc(C)n2)no1 (stereo not given) | x | -3 | 0 | -25 | 3 | -1 | -6 | -1
COc1ccc(C2(C)NC(=O)N(CC(=O)c3cc(C)n(C4CC4)c3C)C2=O)cc1 (stereo not given) | x | 13 | -1 | -20 | 0 | -2 | -2 | 5
CCCC(=O)N1CCC1(C)C(=O)NS(=O)(=O)c1ccc(C)cc1 (stereo not given) | 0.2 | x | -13 | -11 | -1 | -1 | 2 | x
COc1cc(/C=C/C(=O)OCC(=O)N2CCCc3ccccc32)ccc1OCC#N | x | 0 | -3 | 2 | 2 | 4 | 5 | 5
O=C(Nc1ccc(Cl)cc1)C1CCC(=O)N1Cc1ccccc1Cl (stereo not given) | x | 13 | 1 | x | x | -2 | -10 | -1
O=C(Cc1cccs1)NCCn1ccc2ccccc21 | 4.6 | 9 | 3 | -112 | 7 | 2 | -12 | -3
Cc1cccc(NC(=O)CSc2nccn2Cc2ccco2)c1C | x | x | -1 | -6 | 1 | 5 | -3 | x
COCCn1c(SCC(=O)c2ccc3c(c2)OCCO3)nnc1-c1ccoc1C | x | -3 | 1 | x | x | 6 | 14 | -2
Cc1noc(C)c1S(=O)(=O)Nc1ccc2c(c1)C(=O)N([C@@H](C)CO)C[C@@H](C)[C@H](CN(C)S(=O)(=O)c1ccccc1)OCCCC[C@@H](C)O2 | -0.1 | 7 | 0 | -49 | 1 | 0 | -1 | 1[16.7 µM]
O=C(NCc1cccs1)C1CCN(S(=O)(=O)c2cccc3nsnc23)CC1 | x | 0 | 0 | x | x | -2 | 9 | 6
CCOc1cc(N2CCOCC2)c(OCC)cc1NC(=O)COC(=O)C1CCCN1S(=O)(=O)c1ccccc1F (stereo not given) | x | -1 | 0 | -8 | -4 | 5 | -2 | -8
Cn1c(=O)c2c(ncn2CC(=O)Nc2ccc(Cl)cc2Cl)n(C)c1=O | x | 48 | 0 | x | x | 1 | 1 | -5
CCS(=O)(=O)Nc1ccc2c(c1)C(=O)N(C)C[C@@H](OC)[C@@H](C)CN(C(=O)C1CCC1)[C@H](C)CO2 | 0.8 | 1 | 9 | -6 | 3 | 0 | -1 | x
O=S(=O)(c1cc(Br)ccc1Br)N1CCCCCC1 | 1.1 | x | -13 | -16 | -6 | 5 | 4 | -1
COc1ccc(S(=O)(=O)Nc2cccc3c2O[C@H](CN(C)C(=O)NC2CCCCC2)[C@@H](C)CN([C@@H](C)CO)C3=O)cc1 | -0.1 | 1 | -2 | 11 | 0 | -1 | 10 | 18[16.7 µM]
CCOC(=O)c1nc(C)[nH]c1C(=O)OCC | x | 12 | -3 | x | x | 2 | 2 | -4
COc1ccccc1NS(=O)(=O)c1ccc(C)c(C(=O)NCCCN2CCCC2=O)c1 | -0.1 | 15 | x | -12 | -1 | x | x | 4
O=C(Nc1ccc(-n2cnnn2)cc1)C1CCCN1C(=O)NC1CCCCC1 (stereo not given) | x | -26 | -1 | x | x | 5 | -1 | -1
COCCOC(=O)C1=C(C)NC2=C(C(=O)CC(C)(C)C2)C1c1ccc2c(c1)OCO2 (stereo not given) | x | 6 | -1 | -3 | 5 | 4 | 8 | x
Cc1ccc(-c2cc(C(=O)NCc3cnn(C)c3C)c3cc(Br)ccc3n2)cc1 | x | 11 | 0 | x | x | 3 | -2 | -6
C[C@@H]1CN([C@H](C)CO)C(=O)c2cc(NS(=O)(=O)c3ccc(Cl)cc3)ccc2O[C@H]1CN(C)C(=O)Nc1ccc2c(c1)OCO2 | 0.2 | 3 | -10 | 0 | 4 | 1 | 7 | -19[16.7 µM]
CCOC(=O)c1cc2c(=O)[nH]ccc2nc1C | x | 4 | 0 | x | x | -8 | 6 | 4
Cc1ccc2nc(Nc3ncc4c(n3)CC(C)(C)CC4=O)nc(C)c2c1 | 0.0 | 2 | -1 | -27 | 2 | 0 | -2 | 1
COc1cccc(N2CC(NS(=O)(=O)c3ccc4ccccc4c3)CC2=O)c1 (stereo not given) | 0.4 | x | 2 | -2 | 4 | -3 | 8 | x
CCCCCNC(=O)Cc1ccc(OC)cc1 | x | -6 | -3 | x | x | -1 | -8 | -2
O=C(C[C@H]1C=C[C@H](NC(=O)C2CCOCC2)[C@@H](CO)O1)Nc1ccc(-c2ccccc2)cc1 | 0.8 | -3 | -5 | 11 | -2 | 0 | 3 | -1[16.7 µM]
COc1ccc(OC(F)(F)F)cc1CC1(C)C(=O)Nc2ccc(-c3ccsc3)cc21 (stereo not given) | 0.7 | -12 | 0 | -10 | 2 | -2 | 5 | -5
C[C@H]1CCCCO[C@H](CN(C)C(=O)Nc2ccc(C(F)(F)F)cc2)[C@@H](C)CN([C@@H](C)CO)C(=O)c2cc(NC(=O)Nc3ccc(C(F)(F)F)cc3)ccc2O1 | -0.1 | 4 | 7 | x | x | -2 | 0 | -5[16.7 µM]
COc1ccc(C(=O)Nc2ccc(S(=O)(=O)NC(C)=O)cc2)cc1 | x | 1 | -1 | x | x | 3 | 2 | x
C/C(=N\Nc1ccccn1)c1ccc(Br)s1 | -0.1 | -5 | 14 | -12 | x | 2 | 0 | -2
COc1cc(/C=C/C(=O)O)cc(S(=O)(=O)N2CCCc3ccccc32)c1OC | x | 5 | 0 | -12 | -2 | 2 | -2 | -4
CCOc1ccc(-n2nc3cc(C)c(N)cc3n2)cc1 | x | -1 | -2 | -8 | -2 | -5 | -5 | 5
COc1ccc2c3c([nH]c2c1)[C@@H](CO)N(C(=O)C1CCCCC1)CC31CCN(S(C)(=O)=O)CC1 | -0.4 | -1 | x | -1 | -3 | x | x | x
COc1ccccc1C(=O)Nc1ccccc1SC | x | -11 | -3 | x | x | -1 | 2 | 3
CCOc1ccc(/C=C2\SC(=S)N(CCC(=O)Nc3ccccc3C(=O)O)C2=O)cc1 | 0.1 | 6 | 0 | -13 | -9 | 0 | 12 | -5
COc1ccc(NC(=O)CC(C)c2ccccc2)cc1S(=O)(=O)N1CCOCC1 (stereo not given) | 5.8 | -2 | -3 | -30 | 4 | 1 | -12 | x
CCc1nc2ccc(C(=O)NCCNC(C)=O)cn2c1N(CC)Cc1cccc(Br)c1 | -0.1 | x | 0 | -12 | -5 | 0 | -3 | 1
NS(=O)(=O)c1cccc(NC(=O)CN2CCN(Cc3ccc4c(c3)OCO4)CC2)c1 | -0.1 | 6 | -1 | x | x | 3 | -2 | -5
C[C@H]1CN([C@@H](C)CO)S(=O)(=O)c2ccc(C#CCN(C)C)cc2O[C@@H]1CN(C)C(=O)CN(C)C | 0.1 | 11 | 0 | 4 | -3 | 1 | -6 | 0[16.7 µM]
COC(=O)c1sc2ccccc2c1NC(=O)c1ccc(S(=O)(=O)N2CCC(C)CC2)cc1 | x | -3 | 0 | -13 | 7 | -2 | 2 | -4
CC(Oc1ccccc1)c1ccnn1S(=O)(=O)c1ccccc1 (stereo not given) | x | -30 | -2 | x | x | 11 | -26 | x
CCOC(=O)N1CCC(Nc2nc3ccccc3n3nnnc23)CC1 | x | -8 | -5 | x | x | 13 | 9 | -3
CCOc1ccc(CCNC(=O)c2ccc(F)c(S(=O)(=O)N3CCOCC3)c2)cc1OCC | 2.2 | x | 2 | -18 | -9 | -1 | -2 | 2
CCN(C(=O)c1cc(OC)c(OC)c(OC)c1)C1CCCCC1 | -0.1 | x | -1 | -9 | -1 | -4 | 2 | -13
CCCC(C)(C)C(=O)N1CCC1(C)C(=O)Nc1cccc2ccccc12 (stereo not given) | 0.1 | x | -21 | 3 | 3 | -1 | -5 | x
NC(=O)[C@@H]1CC2(CC(c3cccc(NC(=O)CC(c4ccccc4)c4ccccc4)c3)=NO2)CN1C(=O)COc1ccc(Cl)cc1 (stereo not given in full) | 0.9 | x | 2 | -43 | -2 | -2 | 9 | -14
COc1cccc2cc(CC(=O)c3ccc(C)cc3C)c(=O)oc12 | x | -19 | -3 | -8 | 0 | 2 | -11 | -5
CC(C)NC(=O)C1CC(=O)N(C(C)c2ccccc2)C1 (stereo not given) | x | 6 | -5 | x | x | 4 | -5 | 8
C[C@@H]1CCCCO[C@@H](CN(C)C(=O)CCC(F)(F)F)[C@@H](C)CN([C@H](C)CO)C(=O)c2cc(NS(=O)(=O)c3cn(C)cn3)ccc2O1 | -0.1 | 2 | -3 | 2 | -1 | 3 | -7 | 0[16.7 µM]
O=C(CCNC(=O)c1ccccc1Cl)Nc1nc(-c2ccc3ccccc3c2)cs1 | 3.5 | x | -2 | -57 | -1 | -1 | -7 | -7
CCOC(=O)C1=C(C)N=c2s/c(=C/c3cccc([N+](=O)[O-])c3O)c(=O)n2C1c1ccccc1 (stereo not given) | 0.3 | x | -18 | -2 | 10 | 1 | -12 | x
COC(=O)C1C(=O)C2=C(CC1C)NC(C)=C(C(=O)OC1CCCCC1)C2c1ccc(N(C)C)cc1 (stereo not given) | x | -7 | -4 | x | x | 5 | -13 | 26
COC(=O)c1c(NC(=O)CN(C)CC(=O)Nc2ccc(C)cc2)sc2c1CCC(C)C2 (stereo not given) | -0.2 | 1 | 1 | -9 | 2 | -1 | -5 | -1
COC(=O)[C@H]1[C@H](CO)[C@H]2Cn3c(ccc(-c4ccc(F)cc4)c3=O)[C@H]2N1C | 0.2 | x | -2 | -3 | 3 | 1 | 5 | 1[16.7 µM]

Laid out differently: entries from further up.
> CCOc1ccc(CCNC(=O)c2ccc(F)c(S(=O)(=O)N3CCOCC3)c2)cc1OCC
  E-selectin induc: 2.2; PGC1a acetyl inh: x; Cneo AK release: 2; RAD52 inh: -18; ERAP1 inh: -9; PglD DTNB: -1; RAD54 inh: -2; miR-122 sensor: 2
> COC(=O)C1C(=O)C2=C(CC1C)NC(C)=C(C(=O)OC1CCCCC1)C2c1ccc(N(C)C)cc1 (stereo not given)
  E-selectin induc: x; PGC1a acetyl inh: -7; Cneo AK release: -4; RAD52 inh: x; ERAP1 inh: x; PglD DTNB: 5; RAD54 inh: -13; miR-122 sensor: 26
> O=C(CCNC(=O)c1ccccc1Cl)Nc1nc(-c2ccc3ccccc3c2)cs1
  E-selectin induc: 3.5; PGC1a acetyl inh: x; Cneo AK release: -2; RAD52 inh: -57; ERAP1 inh: -1; PglD DTNB: -1; RAD54 inh: -7; miR-122 sensor: -7
> CCCC(C)(C)C(=O)N1CCC1(C)C(=O)Nc1cccc2ccccc12 (stereo not given)
  E-selectin induc: 0.1; PGC1a acetyl inh: x; Cneo AK release: -21; RAD52 inh: 3; ERAP1 inh: 3; PglD DTNB: -1; RAD54 inh: -5; miR-122 sensor: x

Bioassay records: PubChem BioAssay, Broad Institute
